Source: PubChem
TLR4 MyD88 comp = TLR4-MyD88 interaction inhibition in cells; O00206+Q99836; HeLa CL3-4 TLR4/MyD88 BLA complementation, FRET ratio; inhibition, % at 8.4 µM; 0.18% of 200,000 active; in the data active = inhibition above about 25%;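 also: 0% = vehicle and 100% = reference inhibitor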
DTT redox prof = compounds producing H2O2 with reducing agent – biochemical, NIH compound library profiling, artefact control for MLSCN library redox annotation, primary screen; DTT-dependent redox cycling H2O2, phenol red/HRP absorbance; 100% = 100 µM peroxide control, 0% = buffer; activation, % at 10 µM; 0.03% of 200,000 active; AID 878;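 active = activation of at least 50% relative to the plate's high and low controls in the primary single-dose screen; inactive = activation below 50%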;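 also: compound incubated with DTT at 0.8 mM final as the reducing agent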
SRC2 TRFRET art = counter-screen for PPARgamma SRC-2 recruitment agonists: TR-FRET artefact | stronger effect = higher value | TR-FRET ratio at 8 µM | 0.4% of 200,000 active | AID 1049; in the data active = TR-FRET ratio above about 2000; also: inactives centre near 1500
PPARg SRC-1 ag = promotes SRC-1 coactivator recruitment by human PPARgamma; P37231; PPARgamma-SRC-1 coactivator recruitment biochemical assay; activation, % at 8 µM; 0.41% of 200,000 active; AID 631; in the data active = activation above about 19%;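 also: 0% = DMSO and 100% = reference agonist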
Target sequence (P37231 whole entry, looked up): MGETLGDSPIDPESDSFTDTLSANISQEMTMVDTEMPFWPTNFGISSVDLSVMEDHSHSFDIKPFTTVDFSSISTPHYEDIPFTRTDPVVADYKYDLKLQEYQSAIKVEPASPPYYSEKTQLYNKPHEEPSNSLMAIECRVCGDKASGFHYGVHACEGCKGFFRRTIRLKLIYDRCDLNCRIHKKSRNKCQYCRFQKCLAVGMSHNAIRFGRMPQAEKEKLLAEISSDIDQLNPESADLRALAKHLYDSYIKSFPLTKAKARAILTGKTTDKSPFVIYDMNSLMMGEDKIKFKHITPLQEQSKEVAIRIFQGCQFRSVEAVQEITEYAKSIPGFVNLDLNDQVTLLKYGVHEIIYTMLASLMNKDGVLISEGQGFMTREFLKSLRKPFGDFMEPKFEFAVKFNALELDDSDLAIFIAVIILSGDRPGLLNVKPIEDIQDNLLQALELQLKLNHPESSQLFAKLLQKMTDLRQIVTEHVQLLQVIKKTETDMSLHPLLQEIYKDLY
Lmaj promast = reduces viability of Leishmania major promastigotes; inhibition, % at 10 µM; resazurin fluorescence viability; 9% of 200,000 active; in the data active = inhibition above about 50%;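 also: promastigotes grown with compound for 44 hours at 28 °C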
S1P3 antag = blocks the human S1P3 receptor. AID 485. CHO S1P3 NFAT-BLA reporter, FRET fluorescence, antagonist mode. 0.27% of 170,000 active. inhibition, % at 4.98 µM. Q99500;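 active = inhibition above the plate cutoff, the mean inhibition of test wells on that plate plus 3 SD, cut at about 28% in these data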;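 also: cells challenged with S1P at its EC80 of 0.8 µM; blue over green emission ratio from cleaved BLA substrate after 4 h stimulation; 0% = S1P-stimulated wells and 100% = unstimulated DMSO-only wells; some compounds past the cut are filed as inactive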
bIAP act = intestinal alkaline phosphatase (bovine) activation. purified bovine IAP, CDP-star luminescence, 30 min; stronger effect = higher value; fold of DMSO-control signal, blank-subtracted. activation factor at 20 µM. 0.17% of 200,000 active. AID 1016;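 active = activation factor of 2 or more at 20 µM, a signal rise over negative controls twice the positive control's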
PPARg SRC-3 ag = promotes SRC-3 coactivator recruitment by human PPARgamma | biochemical PPARgamma/SRC-3 coactivator recruitment assay | activation, % at 8 µM | AID 731 | 0.26% of 200,000 active; in the data active = activation above about 23%;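 also: 0% = DMSO and 100% = reference agonist; some compounds past the cut are filed as inactive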
PPARg SRC-2 ag = promotes SRC-2 coactivator recruitment by human PPARgamma; P37231; PPARgamma LBD-SRC-2 recruitment, biochemical; activation, % at 8 µM; 0.34% of 200,000 active; AID 1032; in the data active = activation above about 22%;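 also: 0% = vehicle and 100% = reference agonist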
bIAP inh = intestinal alkaline phosphatase (bovine) inhibition; purified bovine IAP, CDP-star luminescence, 30 min; inhibition, % at 20 µM; 190,000 tested, under 10 active; AID 1019;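 active = over 50% inhibition of intestinal alkaline phosphatase at 20 µM in the single-dose screen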
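test system = bovine IAP enzyme | medium = DEA buffer 100 mM, pH 9.8, with MgCl2 1.0 mM, ZnCl2 0.02 mM | detection = luminescence | dosing = single compound dose of 20 µM, 2% DMSO final | incubation = 30 min reaction at room temperature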
ROMK primary = modulators of human ROMK potassium channel | P48048 | Tet-inducible ROMK, thallium flux fluorescence; actives lie on both sides | B-score at 10 µM | 2% of 130,000 active | AID 1918;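 active = signal ratio slope over the read window, or its plate-corrected B-score, at least 3 SD from the plate mean, either direction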;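 also: B-score of the F/F0 ratio slope over 7 to 12 s after thallium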
Target sequence (P48048 whole entry, looked up): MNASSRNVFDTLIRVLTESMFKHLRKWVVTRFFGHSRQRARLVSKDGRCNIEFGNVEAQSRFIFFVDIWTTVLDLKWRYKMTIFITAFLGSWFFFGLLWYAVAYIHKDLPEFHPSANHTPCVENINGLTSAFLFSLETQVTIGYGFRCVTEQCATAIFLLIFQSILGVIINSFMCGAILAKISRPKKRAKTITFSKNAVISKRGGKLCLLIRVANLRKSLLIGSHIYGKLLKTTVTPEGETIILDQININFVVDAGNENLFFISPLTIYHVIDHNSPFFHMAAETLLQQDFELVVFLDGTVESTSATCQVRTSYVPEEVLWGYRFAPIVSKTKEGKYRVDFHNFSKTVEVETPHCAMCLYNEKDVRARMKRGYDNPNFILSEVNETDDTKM
Active calls of the source: *; x = no result given.

SMILES	DTT redox prof	ROMK primary	PPARg SRC-1 ag	bIAP inh	bIAP act	PPARg SRC-3 ag	SRC2 TRFRET art	Lmaj promast	TLR4 MyD88 comp	S1P3 antag	PPARg SRC-2 ag
COc1ccccc1CNC(=O)CSc1nc(C)cs1	-1.3	-0.046	11	4	1	3	1722	-2	-13	-1	1
CC(C)(C)NC(=O)CSc1nc(O)cc(=O)[nH]1	-0.1	0.97	4	-7	1.1	-2	1588	-8	1	-11	8
CCOC(=O)c1c(NC(=O)C(Sc2ccccc2)c2ccccc2)sc(C(=O)N(C)C)c1C (stereo not given)	0.1	-0.17	9	9	0.9	3	1696	98*	-13	-6	5
COc1cccc(OCCSc2nc3ccccc3c(=O)[nH]2)c1	-1.8	-0.18	1	-1	1	-5	1542	-4	1	-52	3
C=CCn1c(SCc2nc3sc4c(c3c(=O)[nH]2)CCCC4)nc2ccccc2c1=O	0.2	-1.7	-4	30	0.7	2	1445	84*	12	-2	-9
CC(=O)c1cc2c(O)c(O)ccc2o1	0.6	x	-5	3	1	-2	1416	2	4	4	-1
COc1cccc(/C=N/NC(=O)CNC(=O)c2ccc(S(=O)(=O)N3CCOCC3)cc2)c1OC	-0.5	0.1	12	16	0.8	0	1576	-3	-17	9	13
Cc1cc(C)n(CCc2nc(-c3ccc(F)cc3)cs2)n1	-0.4	-0.22	0	9	0.9	1	1520	-9	1	-12	10
Cc1cc(C)c(S(=O)(=O)Nc2ccc[nH]c2=O)c(C)c1	-0.7	-1.1	3	-27	1.3	0	1601	-4	20	-12	9
CCN1C(=O)C2(C(C#N)=C(N)Oc3n[nH]c(-c4ccccc4)c32)c2ccccc21 (stereo not given)	0.0	-0.62	1	-2	1	7	1561	-3	-2	x	15
Nc1nnnn1/N=C/c1ccc(O)cc1	0.7	0.64	0	17	0.8	-4	1604	-5	5	x	4
CN(C)S(=O)(=O)c1cccc(-c2cn3ccccc3n2)c1	0.7	0.93	7	6	0.9	4	1736	6	-7	6	3
O=C(Nc1ccccc1Cl)O/N=C(/c1ccccc1)c1ccccn1	1.5	x	1	4	1	-1	1445	-3	9	x	-6
Cc1cc(/C=C(\C#N)C(=O)Nc2ccccc2)c(C)n1-c1ccc2c(c1)OCO2	2.2	x	7	23	0.8	12	1728	11	-10	x	7
CC(C)c1ccc2[nH]c(O)c(N=NC(=O)c3cccc(S(=O)(=O)N4CCCCC4)c3)c2c1	-0.6	x	5	13	0.9	5	1541	99*	3	1	-3
NC(=O)c1ccc(NC(=O)COC(=O)C(Cc2ccccc2)NC(=O)c2ccccc2)cc1 (stereo not given)	-0.3	-2	0	-6	1.1	-2	1314	1	-5	-11	-6
O=C(CC1(O)C(=O)Nc2ccccc21)c1cccnc1 (stereo not given)	-0.1	0.28	-4	20	0.8	-10	1282	-4	-10	-4	2
CNC(=S)NNS(=O)(=O)c1ccc(OC)cc1OC	-1.4	0.33	-1	24	0.8	4	1593	-4	1	-6	-2
O=C1NC2(CCCCC2)C(=O)N1c1ccccc1	0.0	2	5	20	0.8	3	1755	-5	-9	x	2
S=C(Nc1ccc2nsnc2c1)N1CCCC1	0.1	-0.64	15	5	0.9	7	1698	-4	-4	-7	11
COC(=O)c1ccc(COc2ccc3c4c(c(=O)oc3c2)CCC4)o1	0.4	x	1	8	0.9	0	1588	-9	5	-4	7
Cc1cccc(-c2nc3ccccc3c(=O)n2NC(=O)/C=C/c2ccc([N+](=O)[O-])cc2)c1	0.0	-1.1	-5	16	0.8	-6	1364	52*	10	8	-6
Cc1ccc(NC(=O)OCCNC(=O)OC(C)C)cc1	-0.3	-0.061	9	2	1	0	1803	-5	-20	-13	0
Cc1cc(NC(=O)C(C)C)ncc1NC(=O)c1ccccn1	-0.3	0.59	-2	6	0.9	-3	1633	-2	13	-7	-3
Nn1c(CSc2ccccn2)nc2ccccc2c1=O	-0.8	x	-7	14	0.9	4	1477	0	-12	-13	0
CC(=O)c1ccc(NC(=O)C2CCCN2S(=O)(=O)c2ccc(F)cc2)cc1 (stereo not given)	-0.4	x	1	-7	1.1	4	1473	-2	-7	-18	2
C/C(=N\NC(=O)c1ccn(C)n1)c1ccc(NC(=O)C2CCCC2)cc1	0.3	x	-10	30	0.7	3	1548	-5	2	5	2
CCCC(=O)Nc1ccc2c(c1)nc(CN1CCN(C(C)=O)CC1)n2C	-5.4	x	-5	7	0.9	5	1785	-2	1	x	7
COc1ccc(N2C(=O)c3ccc(NC(C)=O)cc3C2=O)cc1	-0.8	x	2	-2	1	6	1508	-7	0	-10	6
Cc1ccccc1C(=O)NNC(=O)C12CC3CC(CC(C3)C1)C2	-0.1	1	-4	-12	1.1	-1	1466	-4	8	-14	-5
FC(F)Sc1ccc(N=C2NN=C(c3ccc4c(c3)OCCO4)CS2)cc1	3.0	x	4	8	0.9	2	1439	55*	-1	x	-11
O=S1(=O)CCC(NC(=S)N2CCCCC2)C1 (stereo not given)	-0.4	-0.11	-6	5	0.9	1	1382	-4	-16	-3	-3
COc1ccc(-n2c(Cc3cc(=O)[nH]c(=O)[nH]3)nnc2SCC(=O)N2CCC(C)CC2)cc1	-1.1	x	5	11	0.9	7	1541	-6	-16	-16	-6
COc1ccc(CNc2nc(-c3cccnc3)nn2C(=O)C(C)C)cc1	-0.2	0.2	-4	-15	1.1	5	1513	-7	1	-13	5
COc1ccc(-n2nc3cc(C)c(NC(=O)c4cccnc4)cc3n2)cc1	-0.2	-0.074	-5	9	0.9	-8	1362	5	-5	0	-9
COc1cccc(NC(=S)N(Cc2cccc(Br)c2)CC2CCC(C(=O)O)CC2)c1 (stereo not given)	-1.6	0.015	0	-7	1.1	-2	1418	-3	13	-10	-3
COc1ccc(CN2CCc3ccccc3C2)c(OC)c1OC	0.0	0.13	-2	7	0.9	6	1255	8	14	x	-6
O=C(NN1C(=O)C2C3C=CC(O3)C2C1=O)c1ccccc1 (stereo not given)	-0.2	0.015	1	0	1	1	1472	-10	5	2	-11
CCC(=O)c1ccc(OCc2ccc(C(=O)c3ccccc3)cc2)cc1	15	-1.3	8	3	1	1	1577	-1	3	-21	4
c1ccc(NC2=Nc3cccc4cccc2c34)cc1	0.3	-1.8	-5	25	0.7	3	1645	49	-17	-6	-4
COc1cccc2c(Cl)c(CCCl)c(C)nc12	-1.4	-0.01	5	15	0.8	-1	1852	11	3	-8	9
CSCCC(N=CC1=C(O)CC(C)(C)CC1=O)C(=O)O (stereo not given)	3.4	x	-1	3	1	5	1535	-2	-7	-4	6
CC(=O)c1c(N2CCOCC2)nc(=O)n(-c2ccccc2)c1C	0.1	0.51	-3	9	0.9	7	1480	-3	1	x	0
O=C(NCC1CCCO1)C1CCN(C2CCN(C3CCCCCC3)CC2)CC1 (stereo not given)	-1.7	-0.89	-2	-6	1.1	5	1442	5	0	-14	-6
C/C(CCN1CCc2nc(-c3ccccc3)c(-c3ccccc3)cc2C1)=N\O[C@@H](C)c1cc(-c2c(C)cc(C)cc2C)no1	0.2	-0.43	9	6	0.9	3	1636	83*	0	-5	17
Cc1cc(C)c2ccc(=S)[nH]c2n1	-0.8	0.27	4	12	0.9	8	1729	-1	1	-14	0
COc1ccc(N(CC(=O)NCc2ccncc2)S(=O)(=O)c2ccccc2[N+](=O)[O-])c(OC)c1	0.0	0.083	0	5	0.9	0	1428	-6	8	4	-1
COc1cc(/C=C(/NC(=O)c2ccccc2)C(=O)Nc2cccc(O)c2)c([N+](=O)[O-])cc1OC	-8.2	x	0	-3	1	-6	1425	-4	5	x	2
O=C(O)CNC(=O)CC1S/C(=N/N=C2\CSC(=O)N2)NC1=O (stereo not given)	5.7	0.56	9	-18	1.2	-3	1696	-8	-6	-19	2
Cc1ccccc1C(=O)O/N=C1\CCS(=O)(=O)c2sccc21	-1.9	x	-5	8	0.9	-4	1578	1	4	x	-5

The closing four compounds of the part above are carried over, then new ones follow:
SMILES	DTT redox prof	ROMK primary	PPARg SRC-1 ag	bIAP inh	bIAP act	PPARg SRC-3 ag	SRC2 TRFRET art	Lmaj promast	TLR4 MyD88 comp	S1P3 antag	PPARg SRC-2 ag
COc1ccc(N(CC(=O)NCc2ccncc2)S(=O)(=O)c2ccccc2[N+](=O)[O-])c(OC)c1	0.0	0.083	0	5	0.9	0	1428	-6	8	4	-1
COc1cc(/C=C(/NC(=O)c2ccccc2)C(=O)Nc2cccc(O)c2)c([N+](=O)[O-])cc1OC	-8.2	x	0	-3	1	-6	1425	-4	5	x	2
O=C(O)CNC(=O)CC1S/C(=N/N=C2\CSC(=O)N2)NC1=O (stereo not given)	5.7	0.56	9	-18	1.2	-3	1696	-8	-6	-19	2
Cc1ccccc1C(=O)O/N=C1\CCS(=O)(=O)c2sccc21	-1.9	x	-5	8	0.9	-4	1578	1	4	x	-5
COc1ccc(Nc2nc(N)nc(CN3CCc4ccccc4C3)n2)cc1	-1.0	x	3	6	0.9	-2	1635	7	9	-45	6
COc1ccc(/C=N/NC(=O)CSCc2ccc([N+](=O)[O-])cc2)cc1OC	-0.1	x	4	-4	1	2	1618	41	5	1	4
C=CCN1C(=O)/C(=C\c2cc(Br)c(OCc3ccccn3)c(OC)c2)SC1=S	-0.4	0.065	4	4	1	7	1609	8	-11	-15	10
CCOC(=O)c1c(C)oc2cc(Br)c(OC)cc12	0.3	x	3	4	1	-1	1677	2	3	20	8
CN(C)S(=O)(=O)c1ccc2nnn(OCC(=O)NC34CC5CC(CC(C5)C3)C4)c2c1	-0.5	x	9	2	1	4	1699	8	6	2	7
Cc1ccc(/C=C2/SC(=O)NC2=S)o1	-1.9	0.39	12	24	0.8	6	1649	5	2	-5	14

Taken from the listing for reference:
SMILES	DTT redox prof	ROMK primary	PPARg SRC-1 ag	bIAP inh	bIAP act	PPARg SRC-3 ag	SRC2 TRFRET art	Lmaj promast	TLR4 MyD88 comp	S1P3 antag	PPARg SRC-2 ag
CNC(=S)NNS(=O)(=O)c1ccc(OC)cc1OC	-1.4	0.33	-1	24	0.8	4	1593	-4	1	-6	-2
O=C1NC2(CCCCC2)C(=O)N1c1ccccc1	0.0	2	5	20	0.8	3	1755	-5	-9	x	2
S=C(Nc1ccc2nsnc2c1)N1CCCC1	0.1	-0.64	15	5	0.9	7	1698	-4	-4	-7	11
COC(=O)c1ccc(COc2ccc3c4c(c(=O)oc3c2)CCC4)o1	0.4	x	1	8	0.9	0	1588	-9	5	-4	7
Cc1cccc(-c2nc3ccccc3c(=O)n2NC(=O)/C=C/c2ccc([N+](=O)[O-])cc2)c1	0.0	-1.1	-5	16	0.8	-6	1364	52*	10	8	-6
